Assay outcomes deposited in PubChem by National Center for Advancing Translational Sciences (NCATS).
HCV inhibitor: qHTS Assay for Inhibitors of Hepatitis C Virus (HCV); Huh7.5.1 HCVcc-Cre infection, luciferase reporter, 44 h; Potency, µM (doses to about 41.8 µM), for the others: at the top dose activity change, negative = inhibition, hits mostly inhibitors; 340,000 compounds, 3.4% hits; AID 651820, 2012; further: potency means the concentration at half of the fitted maximal effect
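Reporter virus HCVcc-Cre (~0.5 moi) infects cells exposed to compound; seeding density 1,000 cells/well with 4 h settling beforehand. Luminescence, 15 sec read, taken 44 h post-infection following a 15 min RT substrate incubation.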
AmpC detergent: qHTS Inhibitors of AmpC Beta-Lactamase (assay with detergent); AID 485294, 2010; AmpC hydrolysis of nitrocefin, absorbance 480 nm, 0.01% Triton; Potency, µM (doses to about 114 µM), inactives show at the highest dose activity change, negative = inhibition, most hits filed as inhibitors; P00811; 370,000 compounds, 0.041% hits;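 further: potency means the concentration at half of the fitted maximal effect; 0% = no-compound wells and -100% = no-enzyme wells; nearly all actives have a fitted effect of over 25% in size; some results filed as inactive show a strong effect at the top dose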
Target sequence (P00811 whole entry, looked up): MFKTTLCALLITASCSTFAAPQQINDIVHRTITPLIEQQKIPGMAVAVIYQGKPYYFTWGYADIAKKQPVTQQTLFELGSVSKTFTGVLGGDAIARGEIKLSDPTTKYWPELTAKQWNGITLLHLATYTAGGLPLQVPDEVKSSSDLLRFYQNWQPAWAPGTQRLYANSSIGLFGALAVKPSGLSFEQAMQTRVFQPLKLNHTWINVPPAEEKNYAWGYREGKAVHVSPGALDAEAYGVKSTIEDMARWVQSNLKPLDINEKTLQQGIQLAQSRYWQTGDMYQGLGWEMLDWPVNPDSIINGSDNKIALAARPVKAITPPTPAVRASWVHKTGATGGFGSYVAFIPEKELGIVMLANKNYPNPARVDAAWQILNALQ
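20 mM phosphate pH 7.0 + 0.01% (detergent screen) or 0.0001% Triton X-100; 5.3 nM AmpC reagent; cpd preinc 15 min RT; nitrocefin (800 uM stock) to start; A480 q20 s × 4 min; Activity was normalised to no-enzyme and no-compound control wells.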
AMA1-RON2 inh: qHTS for Inhibitors of AMA1-RON; Towards Development of Antimalarial Drug Lead: Primary Screen; AlphaScreen AMA1-biotinylated RON2 peptide binding; Potency, µM (doses to about 58.2 µM), inactives show top-dose activity change, negative = inhibition, hits mostly inhibitors; Plasmodium falciparum AMA1 (3D7) - RON2 peptide interaction; 360,000 compounds, 0.2% hits;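 further: potency means the concentration at half of the fitted maximal effect; 0% = vehicle wells and -100% = peptide control; nearly all actives have a fitted effect of over 45% in size; some results filed as inactive show a strong effect at the top dose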
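AMA1 (3D7) with his tag at 25 nM final met compounds first, then biotinylated RON2 peptide at 25 nM; detection used donor plus acceptor beads, 10 µg/mL apiece, read by AlphaScreen after 30 min at room temperature.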
Giardia FBPA inh: qHTS Assay for Inhibitors of Fructose-1,6-bisphosphate Aldolase from Giardia Lamblia | 290,000 compounds, 0.71% hits | purified Giardia FBPA | Potency, µM (series often up to 59.6 µM), for the others: at the top dose activity, negative = inhibition, actives largely listed as inhibitors; further: potency means the concentration at half of the fitted maximal effect; nearly all actives have a fitted effect of over 55% in size
Target sequence (A8B2U2 whole entry, looked up): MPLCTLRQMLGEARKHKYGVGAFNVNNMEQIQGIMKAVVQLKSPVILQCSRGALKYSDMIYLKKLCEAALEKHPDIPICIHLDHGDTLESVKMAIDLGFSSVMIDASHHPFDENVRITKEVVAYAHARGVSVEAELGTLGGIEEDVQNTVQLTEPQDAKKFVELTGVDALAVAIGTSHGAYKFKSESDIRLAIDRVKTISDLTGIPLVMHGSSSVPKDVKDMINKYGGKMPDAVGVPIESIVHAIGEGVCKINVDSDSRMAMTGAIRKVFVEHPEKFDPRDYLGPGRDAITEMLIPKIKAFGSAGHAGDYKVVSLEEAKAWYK
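Giardia FBPA (40 nM reagent) was preincubated 10 min at RT with compound (up to 57.5 uM final), then substrate plus GAPDH/TPI/NAD/arsenate coupling system with diaphorase/resazurin was added; resorufin fluorescence (525/598 nm) was read after 20 min.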
HCMV antiviral: qHTS Assay for inhibitors of the human cytomegalovirus (HCMV); HFF cells, HCMV-luciferase reporter, 72 h; stronger effect = lower value; activity change, negative = inhibition, % at 57.5 µM; 410,000 compounds, 4.5% hits; in the data active means activity change below about -60%; inconclusive means no clear call, values can overlap the other calls; inactive means above about -39%
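Cell-based, HFFs, 1000 cells/well, 16 h 37C; cpds in DMSO + HCMV-luc, MOI 1 PFU/cell; 72 h 37C; OneGlo luminescence after 5 min RT; norm. to buffer vs Salinomycin 10uM.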
Sm TGR inh: qHTS Assay for the Inhibitors of Schistosoma Mansoni Peroxiredoxins. purified TGR, DTNB reduction, TNB absorbance 405 nm. Potency, µM (titrated, usually from 114 µM), for the others: at the highest dose activity change, negative = inhibition, usual class: inhibitors. 360,000 compounds, 3% hits. AID 485364, 2010; further: potency means the concentration at half of the fitted maximal effect; nearly all actives have a fitted effect of over 60% in size
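First, TGR (20 nM dispensed) and NADPH were mixed with compound. Second, a 15 min room-temperature incubation followed. Third, further NADPH and then DTNB were added to start the reaction. Finally, TNB absorbance was monitored kinetically.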
The depositor's hits bear a star; ? = inconclusive; . = not tested or not shown; & = joins results of further samples; [ ] = dose if it differs, or a comment. Unless noted, the call rests on the fitted dose curve; in most records, active means well fitted curve in the direction sought with a large enough effect; inconclusive means small, poorly fitted or top-dose-only effect, or another doubt; inactive means no such curve, though single readings can be large; an effect the other way counts as inactive or inconclusive. Unless noted, on the % scale 0 is the no-effect control and ±100 the full control effect.

1	OC(CNCc1cccs1)c1ccccc1 (centres undefined)
2	Cn1c(=O)oc2cc(S(=O)(=O)Nc3ccc(O)cc3)ccc21
3	CCOc1ccc(NC(=O)CN(c2ccc(C)cc2)S(=O)(=O)c2cccs2)cc1
4	CN(C(=O)c1cc([N+](=O)[O-])ccc1N1CCCC1)C1CCCCC1
5	COc1ccccc1S(=O)(=O)c1c(C)cc(C)[nH]c1=O
6	O=C(Cc1n[nH]c(=O)c2ccccc12)OCC(=O)c1ccccc1Cl

Assay by compound,1,2,3,4,5,6
HCV inhibitor,7%,-6%,.,-3%,10%,24%
AmpC detergent,3%,-9%&0%,-1%,3%,-1%,?
AMA1-RON2 inh,11%,-8%,.,-6%,-1%,2%
Giardia FBPA inh,12%,6%,.,.,-3%,.
HCMV antiviral,.,80&19,0,-17,-25,21
Sm TGR inh,8%,1%&-34%,8%,-6%,-10%,2%

7	CC(C)(C)c1ccc(NC(=O)Cn2cnc3cc([N+](=O)[O-])ccc3c2=O)cc1
8	O=C(CNC(=O)c1ccco1)OCC(=O)c1ccc(Cl)cc1
9	CCN1CCN(C(=O)CCc2nc3ccccc3c(=O)[nH]2)CC1
10	C#CCNC(=O)c1cc2sccc2n1C
11	COc1ccc(/C=C/C(=O)OCC(=O)NCC2CCCO2)cc1 (centres undefined)
12	S=C(Nc1ccccc1)N1CCN(Cc2ccccc2)CC1

Assay by compound,7,8,9,10,11,12
HCV inhibitor,-25%,17%,11%,10%,13%,-22%
AmpC detergent,3%,-4%,3%,-2%,-1%,4%
AMA1-RON2 inh,4%,-3%,0%,?,0%,-15%
Giardia FBPA inh,2%,3%,1%,-3%,5%,0%
HCMV antiviral,?,-20,40,-40,18,-20
Sm TGR inh,-4%,-2%[57.1 µM],6%,-8%,3%,13%

13	Cc1cc(C)cc(OCC(=O)Nc2ccc(S(=O)(=O)Nc3onc(C)c3C)cc2)c1
14	COC(=O)Cc1c(O)ccn(CCc2c[nH]c3ccc(OC)cc23)c1=O
15	CN1C(=O)C(O)(c2sc(N)nc2-c2ccccc2)c2ccccc21 (centres undefined)
16	CCOC(=O)C(NCc1ccccc1)(NC(=O)c1ccccc1)C(F)(F)F (centres undefined)
17	COc1ccc(CCNC(=O)C2CC(=O)N(C3CCCCC3)C2)cc1OC (centres undefined)
18	CCOc1ccc(C(=O)Nc2ccc(N3CCN(S(C)(=O)=O)CC3)cc2)cc1[N+](=O)[O-]

Assay by compound,13,14,15,16,17,18
HCV inhibitor,.,7%,10%,7%,20%,-1%
AmpC detergent,-5%,6%,-15%,-13%,-1%,-11%
AMA1-RON2 inh,.,-9%,-15%,-17%,2%,0%
Giardia FBPA inh,.,3%,-4%,5%,3%,4%
HCMV antiviral,-8,-73*,25,-6,43,-32
Sm TGR inh,2%,0%,-32%,0%,5%,.

19	COc1ccc(CNS(=O)(=O)c2ccccc2Br)cc1
20	CCOC(=O)N1CCN(C(=O)CSc2ncnc3sccc23)CC1
21	O=C(O)CC1S/C(=N\N=C2\C(=O)Nc3ccccc32)N(c2ccc(O)cc2)C1=O (centres undefined)
22	CC#CC(=O)N1CCC(Oc2cccc(C(=O)NCc3ccccn3)c2)CC1
23	CCOc1ccc(N(C)S(=O)(=O)c2cc(-c3cnc(C)o3)ccc2OC)cc1
24	S=C(Nc1ccccc1)Nc1ccccc1Br

Assay by compound,19,20,21,22,23,24
HCV inhibitor,.,13%,13%,.,.,8%
AmpC detergent,7%,1%,1%,2%,-9%,-4%
AMA1-RON2 inh,.,2%,46%[activator],26%,.,4%
Giardia FBPA inh,4%&-19%,.,-3%,.,.,-2%
HCMV antiviral,.,-4,33,?,-21,-32
Sm TGR inh,9%,-1%,-29%,1%,-10%,45µM*

25	CCc1cccc(NC(=O)c2ccc(Cn3nc(C)cc3C)o2)c1
26	COc1cccc(NC2=CC(c3ccc(C(C)C)cc3)N(c3cccc(OC)c3)C2=O)c1 (centres undefined)
27	CN(C)c1cc[n+](CC(=O)N2CCCc3ccccc32)cc1
28	O=C(COC(=O)CCc1nc2ccccc2c(=O)[nH]1)Nc1ccc(OC(F)(F)F)cc1
29	Cc1cnc(C(=O)NCc2ccc(F)cc2)cn1
30	CC1CCN(Cc2nnnn2CCCC(=O)NCC(C)(C)N2CCOCC2)CC1

Assay by compound,25,26,27,28,29,30
HCV inhibitor,?,.,-2%,22%,9%,12%
AmpC detergent,1%,1%,?,?,?,1%
AMA1-RON2 inh,-29%,.,-5%,-6%,-25%,-1%
Giardia FBPA inh,-2%,.,1%,.,7%,.
HCMV antiviral,-1,76,5,49,-23,-29
Sm TGR inh,5%,-14%,4%,-8%,7%,-8%

Record cards, as listed above.
O=C(COC(=O)CCc1nc2ccccc2c(=O)[nH]1)Nc1ccc(OC(F)(F)F)cc1 is listed with HCV inhibitor: 22%; AmpC detergent: ?; AMA1-RON2 inh: -6%; Giardia FBPA inh: .; HCMV antiviral: 49; Sm TGR inh: -8%
CCc1cccc(NC(=O)c2ccc(Cn3nc(C)cc3C)o2)c1 is listed with HCV inhibitor: ?; AmpC detergent: 1%; AMA1-RON2 inh: -29%; Giardia FBPA inh: -2%; HCMV antiviral: -1; Sm TGR inh: 5%

(more compounds)
31	CCN(C(=O)c1sc2nc3n(c(=O)c2c1C)CCCC3)c1ccccc1F
32	COc1cc(C(=O)NCCc2csc3nc(-c4ccccc4C)nn23)cc(OC)c1OC
33	Cc1ccccc1C(=O)Nc1cccc(C(=O)OCc2cc(=O)n3c4c(sc3n2)CCCC4)c1
34	C[C@H]([C@@H](N)C(=O)N[C@@H](C(=O)O)[C@@H]1O[C@H](n2ccc(=O)[nH]c2=O)[C@@H](O)[C@H]1O)[C@@H](O)c1ccc(O)cn1
35	CCc1ccc(Nc2nc(N)nc(CSc3nc4ccccc4s3)n2)cc1
36	O=C(NCCc1c[nH]c2ccccc12)C(=O)NCC1OCCN1S(=O)(=O)c1ccc(Cl)cc1 (centres undefined)

Assay by compound,31,32,33,34,35,36
HCV inhibitor,.,.,.,9%,-6%,?
AmpC detergent,-1%,-5%,12%,-10%,26%&12%,-9%
AMA1-RON2 inh,.,.,.,128%[activator],12%,-9%
Giardia FBPA inh,.,.,.,-17%,-6%,0%
HCMV antiviral,-39,7,-19,9,5&-12,?
Sm TGR inh,?,-4%,7%,6%,5%&-2%,-4%

37	O=C(NCc1cccs1)c1ccc(Cl)c(S(=O)(=O)N2CCCC2)c1
38	COc1ccc(S(=O)(=O)N2CCCCC2)cc1NC(=O)c1cccnc1SC
39	c1ccc2c(-c3nc(-c4ccncc4)no3)cccc2c1
40	COc1cccc(C2c3cc4c(cc3OC(N3CCOCC3)C2C)OCO4)c1O (centres undefined)
41	Cc1cccc(-c2nnn3c2nc(NCCc2ccc(S(N)(=O)=O)cc2)c2ccccc23)c1
42	COc1ccc(CN2CCC(N3CCC(C(=O)N4CCOCC4)CC3)CC2)c(F)c1

Assay by compound,37,38,39,40,41,42
HCV inhibitor,-18%,-3%,.,-21%,?,-21%
AmpC detergent,-16%,-2%,0%,.,4%&0%,-8%
AMA1-RON2 inh,1%,3%,10%,-11%,-10%,-2%
Giardia FBPA inh,2%,7%,1%,.,1%,0%
HCMV antiviral,-30,-29,153,14,16&158,-30
Sm TGR inh,-6%,-13%,2%,.,-1%&1%,7%

43	Cc1cc(C)n(-c2nc3c(c(=O)[nH]c(=O)n3C)n2CCc2ccccc2)n1
44	O=C(NCc1cccc(F)c1F)C1CCC(=O)N(C2CC2)C1 (centres undefined)
45	COc1ccc(Cc2nc(C(=O)NCc3ccccc3OC)cs2)cc1
46	COc1cc(OC)cc(C(=O)N2CCN(C(=O)COc3ccc(C)cc3)CC2)c1
47	COc1cccc2c1Oc1ncccc1N(C(=O)CCC(=O)NC(C)C)C2
48	Cc1ccccc1OCc1nc(-c2ccc(NC(=O)c3ccco3)cc2)no1

Assay by compound,43,44,45,46,47,48
HCV inhibitor,3%,6%,-19%,.,.,?
AmpC detergent,?,7%,-11%,1%,6%,?
AMA1-RON2 inh,0%,8%,-1%,.,.,-1%
Giardia FBPA inh,-1%,.,.,.,.,-3%
HCMV antiviral,8,?,27,10,0,?
Sm TGR inh,5%,-15%,23%,-5%,-1%,-23%

49	COC(=O)c1c(C(=O)OC)c(C)n(Cc2ccco2)c1C
50	CC(C)(C)CC(C)(C)NC(=O)Nc1cccc([N+](=O)[O-])c1
51	O=C(N1CCOCC1)n1nnc2ccccc21
52	CCO[C@H]1OC(C(=O)NC2CC2)=C[C@@H](c2c[nH]c3ccccc23)[C@@H]1CCCO
53	CCOc1ccc(N2C(=O)CS/C2=C(\C(Cl)=C(Cl)Cl)[N+](=O)[O-])cc1
54	Cc1ccc(C(=O)Cc2ccccc2)o1

Assay by compound,49,50,51,52,53,54
HCV inhibitor,-1%,?,24%,25%,?,33%[activator]
AmpC detergent,-14%,-1%,45µM*,2%,?,-1%
AMA1-RON2 inh,-17%,-5%,-10%,-1%,-21%,2%
Giardia FBPA inh,12%,-4%,5%,6%,?,.
HCMV antiviral,11,?,-10,2,.,?
Sm TGR inh,-9%,-3%,26%,9%,-36%,?

55	COc1ccc(C23NCCN2C(=O)c2ccccc23)cc1 (centres undefined)
56	C=C(C)C(O)CC/C(C)=C/Cc1c(O)ccc(C(=O)/C=C/c2ccc(O)cc2)c1O (centres undefined)
57	O=[N+]([O-])c1cccc(Cl)c1NCCNS(=O)(=O)c1ccccc1
58	CCOc1ccccc1CNC(=O)c1cccc(NC(=O)c2nsc3ccccc23)c1
59	CC(C)(C)C(=O)Nc1cc(S(=O)(=O)Nc2ccc(Cl)cc2)ccc1O
60	CC(C)c1ccc(NC(=O)CSc2ncnc3c2sc2ccccc23)cc1

Assay by compound,55,56,57,58,59,60
HCV inhibitor,10%,?,-5%,.,-20%,.
AmpC detergent,3%,.,?,17%,2%,5%
AMA1-RON2 inh,5%,-13%,-3%,.,-7%,.
Giardia FBPA inh,3%,.,-2%,.,-18%,.
HCMV antiviral,-34,-67*,25,58,-16,10
Sm TGR inh,12%,.,0%,-2%,1%,4%

61	CCOC(=O)Cc1csc(NC(=O)CSc2nnnn2-c2ccc(CC)cc2)n1
62	Cc1ccc(NC(=O)Cn2c(=O)n(Cc3ccco3)c(=O)c3oc4ccccc4c32)cc1C
63	CCn1cc(C(=O)NC(C)CCc2ccccc2)c(=O)c2cc(S(=O)(=O)N(C)C)ccc21 (centres undefined)
64	CCn1c(SCc2ccccc2)nnc1-c1cccs1

Assay by compound,61,62,63,64
HCV inhibitor,6%,.,-6%,2%
AmpC detergent,?,20%,1%,?
AMA1-RON2 inh,-5%,.,4%,5%
Giardia FBPA inh,7%,.,7%,-10%
HCMV antiviral,-13,1,-21,-24
Sm TGR inh,-30%,-3%,8%,4%
